Screens: PubChem BioAssay, Broad Institute
EWS-Fli block – EWS/Fli transcriptional activity inhibition; 350,000 compounds, 0.67% hits; A673 NR0B1-luciferase reporter, viability-normalised; inhibition, % at 12.6 µM;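 active = mean inhibition of at least 50% after viability correction, with every replicate also passing that limit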;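 note: firefly luciferase signal divided by Alamar Blue viability fluorescence both relative to DMSO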
S100A4 MyoIIA – inhibitors of human S100A4 binding to myosin IIA peptide; 360,000 compounds, 0.14% hits; S100A4/TAMRA-MyoIIA peptide fluorescence polarization; P26447; inhibition, % at 10.7 µM;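 active = mean inhibition of at least 70% across replicates, with every replicate also reaching that level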
Target sequence (P26447 whole entry, looked up): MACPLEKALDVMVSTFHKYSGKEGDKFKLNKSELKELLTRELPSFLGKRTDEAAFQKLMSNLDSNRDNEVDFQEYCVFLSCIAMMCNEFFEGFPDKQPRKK
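Material: human S100A4 monomer with TAMRA-labelled myosin IIA peptide; buffer or medium: HEPES pH 7.2 with CaCl2, KCl, NaCl, DTT, Triton; compound dosing: one concentration per compound; schedule: 5 min incubation before reading; benchmarks: neutral control DMSO, positive control TFP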
ERAP1 inh – inhibitors of human ERAP1 aminopeptidase | recombinant ERAP1, Leu-AMC fluorescence, 60 min | inhibition, % at 10.7 µM | 340,000 compounds, 0.15% hits | AID 652197;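 active = mean replicate inhibition of at least 30%, or all replicates individually reaching that 30% level; inactive = mean below 30% and not every replicate reaching it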;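 note: 0% = neutral control wells and 100% = L-leucinethiol positive control wells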
Target sequence (Q9NZ08 whole entry, looked up): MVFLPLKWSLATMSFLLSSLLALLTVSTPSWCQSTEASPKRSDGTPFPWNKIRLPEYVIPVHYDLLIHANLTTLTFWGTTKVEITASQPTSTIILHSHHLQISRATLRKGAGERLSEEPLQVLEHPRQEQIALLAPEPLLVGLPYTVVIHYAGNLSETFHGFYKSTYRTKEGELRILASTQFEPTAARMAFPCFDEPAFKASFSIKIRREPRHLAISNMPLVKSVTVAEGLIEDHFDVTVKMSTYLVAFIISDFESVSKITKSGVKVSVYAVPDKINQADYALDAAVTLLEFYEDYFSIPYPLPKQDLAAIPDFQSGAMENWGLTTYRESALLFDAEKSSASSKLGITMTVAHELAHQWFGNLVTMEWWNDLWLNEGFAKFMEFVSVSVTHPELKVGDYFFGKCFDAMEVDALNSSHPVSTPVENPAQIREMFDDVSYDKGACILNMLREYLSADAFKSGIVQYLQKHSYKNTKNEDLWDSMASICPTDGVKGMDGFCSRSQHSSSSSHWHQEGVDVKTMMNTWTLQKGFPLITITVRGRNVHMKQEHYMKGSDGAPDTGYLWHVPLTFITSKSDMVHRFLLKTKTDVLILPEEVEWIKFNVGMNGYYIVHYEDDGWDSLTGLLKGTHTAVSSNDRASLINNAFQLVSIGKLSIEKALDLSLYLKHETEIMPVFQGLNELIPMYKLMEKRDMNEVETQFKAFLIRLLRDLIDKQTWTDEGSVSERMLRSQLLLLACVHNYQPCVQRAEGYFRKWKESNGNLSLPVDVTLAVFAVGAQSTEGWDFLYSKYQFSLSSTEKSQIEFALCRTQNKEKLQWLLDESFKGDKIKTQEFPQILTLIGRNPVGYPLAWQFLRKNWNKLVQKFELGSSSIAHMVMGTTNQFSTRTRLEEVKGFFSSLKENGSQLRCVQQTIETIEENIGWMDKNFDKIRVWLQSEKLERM
LGR2 inh – inhibitors of bursicon-induced Drosophila LGR2 receptor cAMP signaling | HEK293 LGR2, CRE-luciferase, bursicon-stimulated, 4 h | AID 720647 | inhibition, % at 9.99 µM | 380,000 compounds, 0.35% hits;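 active = drop in luminescence signal, shown as inhibition above about 50% in the replicate tests, limit read from the data, passing the limit was not always enough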;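 note: agonist challenge used bursicon conditioned medium at about half maximal strength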
PGC1a acetyl inh – lowers PGC1a acetylation signal in U2OS cells; AlphaScreen anti-acetyl-lysine; with virally co-expressed GCN5 acetyltransferase; inhibition, % at 15.6 µM; 350,000 compounds, 0.17% hits; AID 651687;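 active = every replicate shows inhibition of at least 40%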;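 note: 0% = neutral control wells and 100% = positive control wells; some results beyond the cut were filed as inactive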
PAX8 inh HTS – lowers PAX8-driven luciferase in RMG-I cells; AID 652154; 360,000 compounds, 1.2% hits; RMG-I TPO-luciferase reporter, SteadyGlo, 24 h; inhibition, % at 12.6 µM;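 active = mean replicate inhibition at least 60% with every replicate also reaching 60%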;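 note: luciferase light reporting Pax8 driven TPO promoter activity; plate controls were median of neutral control wells for no effect and mitoxantrone controls for full effect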
PglD DTNB – blocks C. jejuni PglD acetyltransferase activity; purified PglD enzyme, DTNB colorimetric CoA detection; inhibition, % at 12.5 µM; 360,000 compounds, 0.098% hits; AID 602405; in the data active = inhibition above about 16%, passing the limit was not always enough; note: strong numbers were not always called active
FN deposit inh – fibronectin deposition inhibition; AH1F fibroblasts, Alexa488-fibronectin deposition fluorescence, overnight; inhibition, % at 12.6 µM; 350,000 compounds, 0.086% hits; AID 743247;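 active = mean inhibition across replicates of 30% or more, regardless of how many single replicates reach that level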;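 note: positive control wells lacked labelled fibronectin entirely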
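Assay system: AH1F fibroblasts / Quantity: 10000 cells per well / Medium: DMEM plus 2% serum, read in PBS / Reagent: labelled fibronectin 24 nM / Dosing: single dose, pinned / Times: 1 h cell attachment, overnight exposure to compound and label / Signal: fluorescence, ex 485 nm, em 525 nm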
Active calls of the source: *; x = no result given.

SMILES	EWS-Fli block	S100A4 MyoIIA	ERAP1 inh	LGR2 inh	PGC1a acetyl inh	PAX8 inh HTS	PglD DTNB	FN deposit inh
CC(C)CC1C(=O)N(Cc2cn(Cc3ccco3)nn2)CCS(=O)(=O)N1Cc1ccc(-c2cccc(N(C)C)c2)cc1 (centres undefined)	-2	5	-5	-5	4	-9	-1	-22
COc1ccc(NC(=O)Nc2ccc3c(c2)C(=O)N([C@H](C)CO)C[C@H](C)[C@@H](CN(C)Cc2ccncc2)O3)cc1	4	2	1	x	3	32	2	x
Cc1cccc(N2CCN(C(=O)/C=C/c3cccs3)CC2)c1C	x	x	x	-8	-12	-16	-3	-7
CN(C)C(=O)c1cn(CCC#N)nc1-c1ccc2ccccc2c1	-4	-2	-2	-5	11	1	-2	-3
COc1cc(CCC(=O)OCC(=O)Nc2ccc(Br)cc2F)cc(OC)c1OC	0	-3	-2	-4	x	2	-3	-2
Cc1cccc(-c2ccc([C@@H]3[C@H](CO)N4CCCCN(C(=O)NC(C)C)C[C@@H]34)cc2)c1	1	-10	0	3	-5	1	2	x
CC(=O)NC1C(OCc2ccccc2)OC2COC(C)(C)OC2C1O (centres undefined)	-1	2	x	-5	-13	17	-3	1
O=C(NC[C@@H]1N[C@@H](CO)[C@@H]1c1ccc(C2=CCCC2)cc1)c1ccccc1	21	-31	-1	-11	-13	12	-1	-18
CC(NC(=O)c1ccco1)C(=O)NC(C)c1cc(F)c(Cl)cc1Cl (centres undefined)	5	3	-7	5	x	-3	-1	2
Cc1ccc(S(=O)(=O)N(C)C[C@H]2Oc3ccc(NC(=O)Cc4ccccc4)cc3C(=O)N([C@H](C)CO)C[C@@H]2C)cc1	1	16	-4	-9	-18	84*	4	x
COc1cccc(CNC(=O)c2cc3c(C)nc4ccccc4c3o2)c1	13	-1	6	8	x	22	2	3
COc1ccc(-c2csc(NC(=S)NC(=O)c3cccs3)n2)cc1OC	12	15	8	6	-16	19	x	8
C[C@H](CO)N1C[C@H](C)[C@H](CN(C)S(C)(=O)=O)Oc2ccc(NC(=O)c3ccncc3)cc2C1=O	-3	10	3	-18	-7	-7	0	-1
CC(=O)OC1(C(C)=O)CCC2C3CC(Cl)C4=CC(=O)CCC4(C)C3CCC21C (centres undefined)	12	1	-1	7	36	2	-1	-8
O=C(NCCN1CCOCC1)c1ccc2c(c1)ncn2C1CCCC1	-9	6	-3	0	7	-15	4	-2
Cc1noc(C)c1CSCC(=O)Nc1ccccc1N1CCCC1	2	-7	-1	-4	2	5	-2	2
O=C(CSc1nnc(-c2ccc(F)cc2)o1)c1ccc2c(c1)OCCO2	0	-4	1	7	1	x	0	x
O=C(Nc1cc(F)ccc1F)N1CCCCN2[C@@H](CO)[C@@H](c3ccc(-c4ccccc4)cc3)[C@@H]2C1	x	-4	-4	-16	-45	-1	-3	x
O=C(OCC(=O)c1c[nH]c2ccccc12)c1ccc(OC(F)F)cc1	8	14	4	-14	4	x	0	-9
O=C(CCCN1C(=O)c2ccccc2C1=O)Nc1sc2c(c1C(=O)NCc1ccco1)CCC2	x	x	x	26	-3	x	-3	9
Cc1c(CN2CCN(C)C(CCO)C2)[nH]c2c(Cl)cccc12 (centres undefined)	20	-3	-1	8	x	9	4	1
COc1ccc(N(C(=O)c2ccncc2)S(=O)(=O)c2ccc(OC)c(OC)c2)cc1	2	9	-4	-3	5	-4	4	-3
CC(C)NC(=O)N(C)C[C@H]1Oc2c(NC(=O)Nc3ccc(F)cc3)cccc2C(=O)N([C@H](C)CO)C[C@@H]1C	0	65	1	0	2	-22	0	0
COc1ccc2c3c([nH]c2c1)[C@@H](CO)N(S(C)(=O)=O)CC31CCN(C(=O)c2cccnc2)CC1	-2	-6	0	-35	-3	-4	x	x
O=C(Nc1ccccc1F)N[C@H]1CC[C@@H](CCNC(=O)C2CCCCC2)O[C@@H]1CO	10	17	-4	-12	-5	13	-6	10
The results go on.
SMILES	EWS-Fli block	S100A4 MyoIIA	ERAP1 inh	LGR2 inh	PGC1a acetyl inh	PAX8 inh HTS	PglD DTNB	FN deposit inh
COc1ccccc1P(=O)(Cc1ccccc1)c1ccccc1 (centres undefined)	3	-2	-1	19	-16	8	-1	-1
CCCCc1c(-c2ccccc2OC)ncn1CCc1ccccc1Cl	24	-3	14	5	x	11	x	-27
O=C(O)CC/C(=N/NC(=O)CNC(=O)Cc1ccccc1)c1ccccc1	-1	0	0	-18	-10	-25	x	-14
Cc1cccc(C)c1OCC(=O)NNC(=O)CCNC(=O)c1ccc(Br)cc1	3	9	2	-2	-15	23	0	x
CCOc1cc(C2Nc3ccccc3C(=O)N2c2ccccc2OC)ccc1O (centres undefined)	x	x	x	x	-2	-9	-1	-11
C[C@@H]1CCCCO[C@@H](CN(C)C)[C@H](C)CN([C@H](C)CO)C(=O)c2cc(NC(=O)NC3CCCCC3)ccc2O1	-4	2	2	5	-5	-1	-1	x
CCC(C)Cn1c(C(C)O)nc2ccccc21 (centres undefined)	x	x	x	x	-15	-7	2	-6
CCCCc1ccc(NC(=O)Nc2cccnc2)cc1	x	-2	-4	-38	x	-131	5	2
O=c1oc2ccc(Br)cc2cc1-c1nc2ccccc2o1	-2	-1	-1	-25	9	x	3	x
CC(=O)c1ccc(NC(=O)/C(=C\c2cccs2)NC(=O)c2ccco2)cc1	-14	3	0	6	x	-13	x	4
COc1ccc(S(=O)(=O)N(Cc2ccccc2)c2ccccc2C(=O)O)cc1	0	0	2	-2	5	5	-2	-8
CCOC(=O)COc1ccc(C(c2c(C)[nH][nH]c2=O)c2c(C)[nH][nH]c2=O)cc1	-1	-1	0	4	2	24	0	3
CCc1nnc(NC(=O)c2ccc(Br)o2)s1	-5	0	1	-15	1	-50	4	12
COc1cccc(N2CCN(C(=O)c3ccc(Cl)c(S(=O)(=O)N4CCCCCC4)c3)CC2)c1	6	-1	-4	-2	4	-5	5	-16
CS(=O)(=O)Nc1cc2c3c(c1)CCC(=O)N3CCC2	-3	3	2	8	-16	-16	2	2
Cc1cc(C)cc(NC(=O)c2cc(S(=O)(=O)N3CCCC3)cn2C)c1	10	-1	1	0	x	-10	4	-3
Cc1ccc(N=C2CSC(=O)N2)cc1	-2	-4	2	-17	5	-7	3	3
CCc1nc2ccc(C(=O)NCc3ccc4c(c3)OCO4)cn2c1N(C)Cc1cccs1	-4	-2	1	47	x	14	-5	6
CN(C)CC(=O)Nc1ccc2c(c1)[C@@H]1C[C@@H](CC(=O)N(C)C)O[C@H](CO)[C@@H]1O2	-2	1	1	-7	5	x	0	7
Cc1nc(N2CCN(c3ccccc3O)CC2)c2c(-c3ccccc3)csc2n1	13	3	1	8	x	4	7	1
COc1ccc([N+](=O)[O-])cc1NCc1cccc([N+](=O)[O-])c1	-8	-19	-1	-2	x	-2	x	-8
Cc1ccnc2nc(C(=O)NC3CCCc4ccccc43)nn12 (centres undefined)	7	4	-4	14	2	0	x	8
CC(C)CC#Cc1ccc([C@H]2[C@@H](CO)N3C(=O)CN(C(=O)Nc4ccc(F)cc4)C[C@@H]23)cc1	2	-4	1	3	10	x	x	x
Cc1ccc(N(C(=O)c2csnn2)C(C(=O)NCc2ccccc2)c2cccnc2)cc1 (centres undefined)	10	4	-1	3	6	3	5	0
COc1cc(SC)ccc1C(=O)Nc1ccc2c(c1)CCC2	-122	-4	0	-29	-14	-18	1	-9

5 compounds drawn at random from those above, as already listed:
SMILES	EWS-Fli block	S100A4 MyoIIA	ERAP1 inh	LGR2 inh	PGC1a acetyl inh	PAX8 inh HTS	PglD DTNB	FN deposit inh
COc1cc(CCC(=O)OCC(=O)Nc2ccc(Br)cc2F)cc(OC)c1OC	0	-3	-2	-4	x	2	-3	-2
CCc1nnc(NC(=O)c2ccc(Br)o2)s1	-5	0	1	-15	1	-50	4	12
CC(C)CC#Cc1ccc([C@H]2[C@@H](CO)N3C(=O)CN(C(=O)Nc4ccc(F)cc4)C[C@@H]23)cc1	2	-4	1	3	10	x	x	x
CCOC(=O)COc1ccc(C(c2c(C)[nH][nH]c2=O)c2c(C)[nH][nH]c2=O)cc1	-1	-1	0	4	2	24	0	3
COc1ccc(NC(=O)Nc2ccc3c(c2)C(=O)N([C@H](C)CO)C[C@H](C)[C@@H](CN(C)Cc2ccncc2)O3)cc1	4	2	1	x	3	32	2	x

Later entries.
SMILES	EWS-Fli block	S100A4 MyoIIA	ERAP1 inh	LGR2 inh	PGC1a acetyl inh	PAX8 inh HTS	PglD DTNB	FN deposit inh
Cc1ccccc1N1CCN(CC(=O)Nc2ccccc2C(=O)NC2CC2)CC1	6	-2	0	8	-4	10	-2	x
O=C(c1ccco1)N1CCN(Cc2nnnn2CCc2ccccc2)CC1	x	x	x	x	-14	-11	-5	-1
COc1ccc2c3c(n(C)c2c1)[C@@H](CO)N(Cc1ccncc1)CC31CCN(C(=O)Cc2ccncc2)CC1	5	2	2	-20	3	x	x	x
CN(C)CC(=O)N[C@H]1C=C[C@@H](CC(=O)NCc2ccccc2F)O[C@@H]1CO	3	-16	3	-1	4	-10	-2	2
O=C(C[C@H]1C=C[C@H](NC(=O)c2cccc(F)c2)[C@H](CO)O1)Nc1nccs1	-33	-3	2	4	-5	2	-11	9
CC1=C(C(=O)OC(C)C)C(c2ccccc2Cl)CC(=O)N1 (centres undefined)	x	x	x	x	-9	0	-6	13
Cc1sc(NC(=O)CCl)c(C(=O)c2ccccc2)c1C	x	x	x	x	-2	11	-1	-8
Cc1ccccc1CC(=O)N1CCN(S(=O)(=O)c2cccs2)CC1	-1	-3	-2	-15	-6	x	1	8
C[C@H]1CN([C@@H](C)CO)C(=O)Cc2cc(NC(=O)C3CC3)ccc2O[C@@H]1CN(C)S(=O)(=O)c1ccc(Cl)cc1	-1	-8	-5	-1	-3	7	4	-2
O=C(COc1cccc(NC(=O)c2ccccc2)c1)c1ccc(F)cc1	-10	2	-3	-10	x	69*	x	9
O=S(=O)(c1cccc(Cl)c1Cl)N1CCCCC1	x	x	x	17	12	x	1	-2
CC(=O)N1c2ccccc2S(=O)(=O)c2ccccc21	2	3	1	-10	5	-3	-1	0
C[C@@H]1CN([C@@H](C)CO)C(=O)c2ccccc2-c2ccccc2CO[C@H]1CN(C)C(=O)CCC(F)(F)F	3	18	-1	-12	1	-7	1	-3
Cc1noc(C)c1NC(=O)N(C)C[C@@H]1Oc2ccc(NC(=O)Nc3ccccc3)cc2C(=O)N([C@H](C)CO)C[C@H]1C	0	-1	-1	-20	-7	-27	1	x
CCOC(=O)N1CCN(Cc2nnc(-c3ccccc3C)o2)CC1	5	-3	2	-13	x	-20	-2	4
CCOc1ccc(OCCCC(=O)ON=C(N)c2ccccc2C)cc1	-10	-5	-3	13	5	-13	11	2
O=C(O)CSCC(=O)N(c1ccccc1)c1ccccc1	9	-5	1	-4	5	-21	0	-1
COc1ccc(Nc2cc(C)nc3ncnn23)cc1Cl	16	0	-1	x	x	22	4	4
COc1ccc(CN(C)C[C@H]2Oc3ccc(NC(=O)Nc4ccc(F)cc4)cc3C(=O)N([C@H](C)CO)C[C@@H]2C)cc1	5	5	2	-11	-1	-15	17	x
CC(C)(C)NC(=O)/C=C/c1ccc(C(F)(F)F)cc1	-16	5	-1	x	x	-21	x	-8
O=C(O)c1cccc(S(=O)(=O)N(Cc2ccccc2)c2ccc(Cl)cc2)c1	0	-1	0	-6	-1	1	1	-2
CCN1CCC2(CC1)Oc1c(OC)cccc1C1CC(c3cccnc3)=NN12 (centres undefined)	-4	-3	x	-23	-4	12	-3	2
CN(C)C(=O)c1ccc(-c2ccc3c(c2)[C@H]2[C@H](CCN2C(=O)c2ccccn2)[C@H](CO)N3)cc1	-12	x	x	-11	-1	-1	-1	7
O=C(O)c1ccc(Nc2nc(-c3ccc([N+](=O)[O-])cc3)nc3ccccc23)cc1	11	-1	-2	-4	-2	1	-5	3
